rTrxR1 inhibitor: qHTS Assay for Inhibitors of Mammalian Selenoprotein Thioredoxin Reductase 1 (TrxR1): qHTS. Thioredoxin reductase 1, cytoplasmic (Rattus norvegicus), O89049. recombinant rTrxR1, NADPH fluorescence consumption, selenite substrate. Potency, µM (highest dose often 114 µM), for the others: at the highest dose activity change, negative = inhibition, usual class: inhibitors. hit rate 1% among 390,000. AID 588453, 2011; note: potency is the fitted concentration of half-maximal effect; % is set by controls: 0 for no effect and ±100 for the full control effect; nearly all actives have a fitted effect of over 65% in size
Target sequence (O89049 whole entry, looked up): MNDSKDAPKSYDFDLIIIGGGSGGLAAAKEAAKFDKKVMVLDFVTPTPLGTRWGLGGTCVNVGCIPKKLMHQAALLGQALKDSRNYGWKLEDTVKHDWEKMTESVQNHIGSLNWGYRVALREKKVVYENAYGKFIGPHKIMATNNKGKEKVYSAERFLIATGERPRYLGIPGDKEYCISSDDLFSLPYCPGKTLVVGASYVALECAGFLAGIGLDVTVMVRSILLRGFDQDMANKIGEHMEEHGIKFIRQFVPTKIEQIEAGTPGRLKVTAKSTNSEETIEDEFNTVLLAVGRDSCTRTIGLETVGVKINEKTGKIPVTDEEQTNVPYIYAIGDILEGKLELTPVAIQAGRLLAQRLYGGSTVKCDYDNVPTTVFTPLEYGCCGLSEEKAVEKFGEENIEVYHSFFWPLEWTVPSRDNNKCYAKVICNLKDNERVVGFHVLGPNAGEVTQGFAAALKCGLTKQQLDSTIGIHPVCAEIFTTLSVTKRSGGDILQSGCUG
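Rat TrxR1 (90 nM in the dispensed reagent) was pre-reduced with 400 uM NADPH for 5 min at room temperature, then incubated with compound for 15 min. After 400 uM selenite was added, NADPH fluorescence (Ex 340/Em 450 nm) was followed for 8 min.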
USP1-UAF1 inh: Inhibitors of USP1/UAF1: Primary Screen. AID 743255, 2014. hit rate 0.23% among 390,000. recombinant USP1/UAF1, Ub-Rhodamine cleavage fluorescence. Potency, µM (top dose mostly 57.1 µM), inactives show top-dose activity change, negative = inhibition, hits mostly inhibitors; note: potency is the fitted concentration of half-maximal effect; % is set by controls: 0 for no effect and ±100 for the full control effect; nearly all actives have a fitted effect of over 60% in size; inactives centre near -12
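USP1/UAF1 complex (1 nM) preincubated 15 min at room temperature with compound, then Ub-Rho substrate (150 nM final) added. Kinetic fluorescence at 480/540 nm over 6 reads at 60 s intervals; 50 mM HEPES pH 7.8, 0.5 mM EDTA, 0.1 mg/ml BSA, 1 mM TCEP, 0.01% Tween-20.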
TRHR agonist: qHTS for Small Molecule Agonists and Allosteric Enhancers of Human TRH Receptor: Primary Screen for Agonists; Thyrotropin-releasing hormone receptor (Homo sapiens), P34981; TRHR cells, calcium flux fluo-8, FDSS agonist mode; activation, % at 2 µM; hit rate 0.18% among 360,000; in the data active = activation above about 30%; note: 0% is about no effect
Target sequence (P34981 whole entry, looked up): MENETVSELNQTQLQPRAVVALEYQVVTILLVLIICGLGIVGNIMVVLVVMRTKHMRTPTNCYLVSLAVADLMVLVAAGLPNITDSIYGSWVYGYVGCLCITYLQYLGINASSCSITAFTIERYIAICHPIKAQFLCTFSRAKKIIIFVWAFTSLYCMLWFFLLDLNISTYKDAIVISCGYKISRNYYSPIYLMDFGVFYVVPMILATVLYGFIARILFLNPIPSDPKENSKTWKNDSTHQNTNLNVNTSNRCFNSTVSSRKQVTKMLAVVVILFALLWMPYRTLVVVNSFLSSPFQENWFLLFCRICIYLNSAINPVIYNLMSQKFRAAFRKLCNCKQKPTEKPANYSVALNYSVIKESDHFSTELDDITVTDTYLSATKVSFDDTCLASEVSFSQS
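Steps: seed TRHR cells overnight; add fluo-8 no-wash Ca dye, RT 30 min–1.5 h; record 10 s baseline; pin-transfer compounds; monitor fluorescence 1 cycle/s for the agonist window. Calcium increases flag candidate agonists.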
TRHR enhancer: qHTS for Small Molecule Agonists and Allosteric Enhancers of Human TRH Receptor: Primary Screen for Enhancers; hit rate 0.66% among 360,000; enhancement, % at 2 µM; Thyrotropin-releasing hormone receptor (Homo sapiens), P34981; TRHR cells, fluo-8 calcium fluorescence, EC20 TRH enhancement; in the data active = enhancement above about 30%; note: 0% is about no effect
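TRHR-expressing cells loaded with fluo-8 calcium dye were read kinetically (ex 480/em 530) during compound addition, then stimulated with an EC20 of TRH (10 nM final). Enhancement of the Gq-mediated intracellular calcium response was scored.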
D2 ag: HTS Assay for Allosteric Agonists of the Human D2 Dopamine Receptor: Primary Screen for Agonists; D(2) dopamine receptor (Homo sapiens), P14416; HEK293 T-REx D2 cells, calcium flux agonist mode; activation, % at 2 µM; hit rate 0.53% among 340,000; AID 485358, 2010;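 active = activation over 3 SD above normal in the single-dose calcium agonist read, cut at about 30% in these data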; note: 0% is about no effect
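Agonism scored from kinetic calcium signal (1 read/sec, 180 s) following compound pin transfer, after a 10 s baseline. Cells: HEK293 Trex line expressing inducible D2 receptor coupled to calcium, dye-loaded after overnight culture at 30 C.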
TrxR1 substrate: qHTS Assay for Substrates of Mammalian Selenoprotein Thioredoxin Reductase 1 (TrxR1): qHTS; purified TrxR1 substrate turnover, NADPH consumption readout; Thioredoxin reductase 1, cytoplasmic (Rattus norvegicus), O89049; hit rate 0.01% among 390,000; AID 588456, 2011; Potency, µM (top dose mostly 114 µM), for the others: at the highest dose activity change, negative = substrate turnover; note: potency is the fitted concentration of half-maximal effect; % is set by controls: 0 for no effect and ±100 for the full control effect; nearly all actives have a fitted effect of over 50% in size
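Rat TrxR1, dispensed at 90 nM, was prereduced with 400 uM NADPH (final) for 5 min at ~22 deg C, then incubated with compound 15 min before 400 uM selenite. A first-read NADPH fluorescence drop versus no-compound background flagged substrates.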
IDH1 R132H inh: qHTS for Inhibitors of mutant isocitrate dehydrogenase 1 (IDH1): qHTS; hit rate 0.093% among 390,000; Potency, µM (doses to about 76.6 µM), without a hit: at the highest dose activity change, negative = inhibition, actives largely listed as inhibitors; IDH1-R132H enzyme, NADPH consumption, diaphorase/resazurin fluorescence; note: potency is the fitted concentration of half-maximal effect; % is set by controls: 0 for no effect and ±100 for the full control effect; nearly all actives have a fitted effect of over 65% in size
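IDH1-R132H (0.5 ug/mL dispensed) in pH 7.5 Tris buffer was preincubated 30 min with compound, then given a substrate mix of 0.016 mM NADPH and 2 mM alpha-KG for 80 min at room temperature; remaining NADPH was read by diaphorase/resazurin fluorescence.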
Pin1 inhibitor: qHTS Assay to Find Inhibitors of Pin1 | Peptidyl-prolyl cis-trans isomerase NIMA-interacting 1 (Homo sapiens), Q13526 | Pin1 FP peptide displacement, HiFluor488, 10 min | Potency, µM (doses to about 115 µM), for the others: at the top dose activity, negative = inhibition, actives largely listed as inhibitors | hit rate 0.009% among 390,000 | AID 504891, 2011; active = well fitted inhibition curve with a large enough effect in the polarisation, with a control signal flat, not every such curve was filed as active; inconclusive = small, poorly fitted or top-dose-only effect, or effect the other way, or a change in a side signal; inactive = no such curve, though single readings can be large or run the other way; the % refers to the polarisation; note: potency is the fitted concentration of half-maximal effect; % is set by controls: 0 for no effect and ±100 for the full control effect
Target sequence (Q13526 whole entry, looked up): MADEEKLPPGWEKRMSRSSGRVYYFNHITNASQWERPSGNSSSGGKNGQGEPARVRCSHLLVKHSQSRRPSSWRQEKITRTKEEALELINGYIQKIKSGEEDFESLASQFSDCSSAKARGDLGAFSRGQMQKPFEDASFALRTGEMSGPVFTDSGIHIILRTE
D2 antag: HTS Assay for Allosteric Antagonists of the Human D2 Dopamine Receptor: Primary Screen for Antagonists; D(2) dopamine receptor (Homo sapiens), P14416; HEK293 TREx D2 cells, calcium flux, dopamine EC80; inhibition, % at 10 µM; hit rate 2% among 340,000; AID 485344, 2010; in the data active = inhibition above about 30%; note: 0% is about no effect
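Measurement of antagonist activity uses fluorescent calcium dye in inducible HEK293 T-REx D2 cells: 10 s baseline, compound addition with 180 s read, EC80 dopamine addition with a further 180 s read.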
Numbers without * were called inactive; ? = inconclusive; nt = no result given; [ ] = dose if it differs, or a comment. Unless noted, calls come from the whole dose curve; as a rule, active = well fitted inhibition curve with a large enough effect; inconclusive = small, poorly fitted or top-dose-only effect; inactive = no such curve, though single readings can be large or run the other way. These rows are one share of the data; the hit share may differ from the screen's.

No.	Compound	rTrxR1 inhibitor	USP1-UAF1 inh	TRHR agonist	TRHR enhancer	D2 ag	TrxR1 substrate	IDH1 R132H inh	Pin1 inhibitor	D2 antag
1	Cc1cc(-c2ccc(S(=O)(=O)N3CCN(c4cccc(C)c4C)CC3)s2)on1	2%	-25%	0.0	-3	0.3	-7%	-9%	3%	2
2	CC1(C)CC(=O)C(CCCN2C(=O)c3ccccc3C2=O)C(=O)C1	2%	-15%	nt	nt	nt	2%	8%	0%	nt
3	N#Cc1ccccc1S(=O)(=O)N1CCN(c2nc(-c3ccccc3)nc3ccccc23)CC1	18%	-14%	nt	nt	nt	8%	-7%	3%	nt
4	O=C(N/N=C/c1cc(Cl)ccc1O)c1ccc(Br)cc1	-2%	-6%	5.1	4	0.7	-10%	1%	113%[activator]	34*
5	O=C(NCc1cccnc1)C1CC(=O)N(c2ccc(F)cc2)C1 (stereo not given)	-11%	-5%	0.2	-4	0.2	-6%	1%	3%	1
6	CC(C)Oc1ccc(C(CC(=O)NCc2ccco2)c2ccccc2)cc1 (stereo not given)	-3%	-7%	0.3	5	0.8	0%	2%	?	6
7	CCN1C(=O)N/C(=C/c2cc(C)n(Cc3ccccc3)c2C)C1=O	6%	-7%	0.0	-6	-0.8	-1%	-14%	-2%	-4
8	CCOc1ccc(C(C(=O)NCCC(C)C)N(CCO)C(=O)c2snc(C(N)=O)c2N)cc1 (stereo not given)	2%	-18%	0.3	1	-0.2	7%	0%	-4%	-14
9	COc1ccc(CN2CCNC(=O)C2CC(=O)NC2CCCC2)c(OC)c1 (stereo not given)	5%	-24%	0.7	3	-0.3	3%	2%	-5%	-27
10	Cc1cccc(S(=O)(=O)Nc2ccc(S(=O)(=O)Nc3nccs3)cc2)c1	25%	-7%	nt	nt	nt	7%	-18%	-2%	nt
11	C#CCNC(=O)C1=C[C@H](c2csc3ccccc23)C[C@H](OCCCCO)O1	-29%	?	-0.2	2	0.3	1%	5%	0%	0
12	CC(C)c1cccc(C(C)C)c1OC(=O)[C@H]1OC(c2ccc(Br)cc2)=C[C@@H]1c1ccc(Br)cc1	12%[57.1 µM]	-23%	1.2	-6	0.9	-6%[57.1 µM]	4%	1%	1
13	Cc1cc(C)c(S(=O)(=O)NCc2cn3c(C)csc3n2)c(C)c1	10%	-23%	0.4	-2	-0.4	-2%	9%	-13%	-11
14	CC(=O)Oc1ccc(C(=O)Nc2cccc(C(=O)Nc3ccccc3C(=O)O)c2)cc1	1%	-14%	-0.1	-3	0.5	-8%	-2%	9%	19
15	O=C(CSCc1ccccc1F)NCc1ccc(F)cc1	11%	?	-1.4	7	-1.5	2%	-7%	-9%	-11
16	O=[N+]([O-])c1cccnc1Sc1ccccc1Cl	12%[11.4 µM]	-12%	nt	nt	nt	8%[11.4 µM]	0%	2%	nt
17	CCCN(CCC)S(=O)(=O)c1ccc(NS(C)(=O)=O)cc1	18%[57.1 µM]	-7%	0.7	-2	nt	10%[57.1 µM]	-2%	-4%	nt
18	Cc1ccc(CNc2cnccn2)cc1	36%	-2%	-0.9	4	-0.7	159%[activator]	13%	-3%	-7
19	COc1ccc(C2/C(=C(/O)c3ccccc3)C(=O)C(=O)N2CCO)cc1 (stereo not given)	12%[57.1 µM]	-6%	0.3	-8	0.1	12%[57.1 µM]	4%	-2%	-6
20	COc1ccc(OC)c(CNS(=O)(=O)c2ccc3c(c2)CCCN3C(C)=O)c1	20%[57.1 µM]	-14%	0.6	2	1.7	1%[57.1 µM]	-8%	-9%	nt
21	O=C(NCc1ccccn1)[C@H]1C[C@@H]1[C@H](NP(=O)(c1ccccc1)c1ccccc1)c1ccccc1	-3%	3%	-0.6	-9	-0.9	-3%	-7%	4%	20
22	Clc1ccc(-n2nnnc2Sc2ncnc3sccc23)cc1	?	-28%	nt	nt	nt	-5%[57.1 µM]	0%	-2%	nt
23	CC(=O)Nc1ccccc1C(=O)N1CCN(Cc2ccc3c(c2)OCO3)CC1	18%	-25%	-0.1	-6	-0.2	7%	-7%	3%	-8
24	Cc1cc2nc3c(nc2cc1C)CCCC3	7%[57.1 µM]	-13%	-0.2	-4	0.4	-1%[57.1 µM]	-5%	4%	6
25	CCOc1ccc(NC(=O)c2ccc(N3CC4CC(C3)c3cccc(=O)n3C4)c(NC(=O)c3ccncc3)c2)cc1 (stereo not given)	23%	-24%	0.2	-8	0.7	3%	-4%	1%	3

(continued)
No.	Compound	rTrxR1 inhibitor	USP1-UAF1 inh	TRHR agonist	TRHR enhancer	D2 ag	TrxR1 substrate	IDH1 R132H inh	Pin1 inhibitor	D2 antag
26	Cc1cccc(CN2CCC(CNc3ncnc4onc(-c5ccc(Cl)cc5)c34)CC2)c1	10%	-28%	-0.3	-5	0.3	-2%	-9%	-2%	nt
27	CC(=O)Nc1ccc2c(c1)N(S(=O)(=O)c1cccs1)CCC2	11%	-22%	0.1	2	-0.2	5%	15%	-1%	-13
28	O=C(NCCN1C(=O)C2C3C=CC(C3)C2C1=O)Nc1ccc(Br)cc1 (stereo not given)	20%	-3%	-0.2	9	0.6	3%[57.1 µM]	-2%	-4%	-6
29	CCN(CC)S(=O)(=O)c1ccc(Cl)c(NC(=O)CSc2nnc(-c3cccs3)o2)c1	-4%	1%	-0.7	-14	-1.2	-8%	-3%	4%	-8
30	COC(=O)/C(=C\c1cc(OC)c(OC)c(OC)c1)c1nc2ccccc2[nH]1	-51%	-14%	0.8	-6	-0.6	7%[57.1 µM]	-5%	-14%	13
31	O=[N+]([O-])c1cc(C(F)(F)F)cc([N+](=O)[O-])c1NCCN1CCNCC1	9%	-7%	1.9	-16	-0.9	-6%	-8%	-3%	13
32	COc1ccc(OCC(=O)NNC(=O)CCc2ccccc2)cc1	-19%	-13%	-0.4	0	-0.6	-16%	-8%	2%	-10
33	CCCCOc1ccc(C(=O)NN2C(=O)NC3(CCCCC3)C2=O)cc1OC	-6%	-13%	0.3	10	0.5	-2%	3%	-6%	1
34	COc1ccc(/C=C2\SC(=S)NC2=O)cc1OS(=O)(=O)c1ccc(NC(C)=O)cc1	7%[57.1 µM]	-19%	0.0	18	-0.3	8%	-6%	-2%	-3
35	Cc1ccc(C(=O)N/C(=C\c2ccc([N+](=O)[O-])cc2)C(=O)NCCc2ccccc2)cc1	13%	1%	0.7	-4	0.1	-5%	-1%	12%	-12
36	CC(=O)C[C@H](O)CC(=O)[C@H]1OC(=O)[C@H](C)C/C=C\Cc2ccccc21	-5%	-5%	-0.3	-4	-0.7	-3%	-21%	9%	-28
37	Cc1ccc2nc(-c3ccc(NC(=O)CNC4CC4)cc3)sc2c1	-2%	-10%	0.6	6	2.5	34%[activator]	15%	10%	0
38	CN1CCc2ccccc2C1C1CCNCC1 (stereo not given)	-2%	-4%	0.1	0	-0.2	6%	7%	-8%	23
39	COc1ccc(C2=CC(=O)OC3(CCCC3)O2)cc1	15%[57.1 µM]	-13%	-0.4	-2	-0.7	7%[57.1 µM]	1%	1%	11
40	COc1ccccc1/C=N/NS(=O)(=O)c1ccccc1	6%	-8%	-1.7	7	-1.2	-2%	-7%	2%	-1

Already shown: an excerpt of the list.
No.	Compound	rTrxR1 inhibitor	USP1-UAF1 inh	TRHR agonist	TRHR enhancer	D2 ag	TrxR1 substrate	IDH1 R132H inh	Pin1 inhibitor	D2 antag
26	Cc1cccc(CN2CCC(CNc3ncnc4onc(-c5ccc(Cl)cc5)c34)CC2)c1	10%	-28%	-0.3	-5	0.3	-2%	-9%	-2%	nt
27	CC(=O)Nc1ccc2c(c1)N(S(=O)(=O)c1cccs1)CCC2	11%	-22%	0.1	2	-0.2	5%	15%	-1%	-13
28	O=C(NCCN1C(=O)C2C3C=CC(C3)C2C1=O)Nc1ccc(Br)cc1 (stereo not given)	20%	-3%	-0.2	9	0.6	3%[57.1 µM]	-2%	-4%	-6
29	CCN(CC)S(=O)(=O)c1ccc(Cl)c(NC(=O)CSc2nnc(-c3cccs3)o2)c1	-4%	1%	-0.7	-14	-1.2	-8%	-3%	4%	-8
30	COC(=O)/C(=C\c1cc(OC)c(OC)c(OC)c1)c1nc2ccccc2[nH]1	-51%	-14%	0.8	-6	-0.6	7%[57.1 µM]	-5%	-14%	13
31	O=[N+]([O-])c1cc(C(F)(F)F)cc([N+](=O)[O-])c1NCCN1CCNCC1	9%	-7%	1.9	-16	-0.9	-6%	-8%	-3%	13
32	COc1ccc(OCC(=O)NNC(=O)CCc2ccccc2)cc1	-19%	-13%	-0.4	0	-0.6	-16%	-8%	2%	-10
33	CCCCOc1ccc(C(=O)NN2C(=O)NC3(CCCCC3)C2=O)cc1OC	-6%	-13%	0.3	10	0.5	-2%	3%	-6%	1

Assay outcomes (PubChem)
